Screening data from PubChem BioAssay.
Tau fluor cs: counter-screen for tau fibril formation inhibitors; 280,000 tested, 0.93% active; tau K18 P301L Alexa594 fluorescence, heparin fibrillization; AID 1463; Potency, µM (series often up to 57.7 µM), for the others: at the top dose activity change, negative = decrease; note: % is set by controls: 0 for no effect and ±100 for the full control effect; nearly all actives have a fitted effect of over 55% in size
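Human tau K18 P301L (15 uM unlabeled, 0.24 uM Alexa 594-labeled) in 100 mM sodium acetate pH 7 with 20 uM heparin, 6 hr at 37 C. ThT 30 uM added, 1 hr ambient; Alexa 594 FP and total fluorescence read at 555/632 nm.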
TexasRed fluor: counter-screen for TRb-SRC2 inhibitors: fluorescence interference; TRb/SRC2 Texas Red total fluorescence interference; Potency, µM (doses to about 106 µM), for inactives: top-dose fluorescence change, negative = quenching; 280,000 tested, 0.29% active; AID 1479; active = well fitted curve in either direction with a large enough effect; inconclusive = small, poorly fitted or top-dose-only effect; note: % is set by controls: 0 for no effect and ±100 for the full control effect
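Human TRβ ligand-binding domain (0.6 uM) and Texas Red SRC2 peptide (20 nM) in Tris buffer with 1 uM T3 and 5% DMSO were incubated with pinned compound for 5 hr at ambient temperature. Total fluorescence was computed as S + 2P (555/632 nm).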
Tau fibril FP: blocks human tau fibril formation measured by polarization. 280,000 tested, 0.39% active. AID 1468. K18 P301L tau heparin fibrillization, Alexa594 FP, 6 h. P10636. Potency, µM (doses to about 57.7 µM), for the others: at the highest dose activity, negative = inhibition, hits mostly inhibitors; note: % is set by controls: 0 for no effect and ±100 for the full control effect; nearly all actives have a fitted effect of over 55% in size
Target sequence (P10636 561-689 P618L limits assumed): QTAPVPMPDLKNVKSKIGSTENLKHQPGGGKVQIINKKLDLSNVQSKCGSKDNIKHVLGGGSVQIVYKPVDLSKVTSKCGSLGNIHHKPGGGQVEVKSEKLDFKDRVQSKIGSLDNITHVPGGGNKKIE
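Human tau K18 […] P301L fragment, 15 uM unlabeled plus 0.24 uM Alexa 594-labeled tau (final), with compound and 20 uM heparin in 100 mM sodium acetate pH 7; 6 hr at 37 C, then Alexa 594 FP read.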
HTT cytoprotect: cytoprotection in Huntington HTT-Q103 PC12 cell model. PC12 HTT-Q103 induced, cytoprotection, ATP luminescence, 40 h. Potency, µM (series often up to 56.4 µM), without a hit: cytoprotection (ATP increase), usual class: activators. 230,000 tested, 0.14% active. AID 1471;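 note: % of control where 0% means no effect; nearly all actives have a fitted effect of over 45% in size; toxic huntingtin expression switched on by the ecdysone agonist tebufenozide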
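Compounds added alongside 100 nM tebufenozide, which induces toxic Q103 huntingtin exon 1-GFP in stable PC12 cells; surviving cells quantified by luminescent ATP measurement. Medium: phenol red-free DMEM, 5% equine and 5% calf serum.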
RECQ1 inh: RECQ1 (human) helicase inhibition; P46063; RECQ1 DNA unwinding, red fluorescence kinetic read; Potency, µM (titrated, usually from 57.3 µM), for inactives: at the top dose activity, negative = inhibition, hits mostly inhibitors; 240,000 tested, 0.54% active;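 note: plate controls were vehicle for no effect and no enzyme for full effect; nearly all actives have a fitted effect of over 30% in size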
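RECQ1T1 50 nM; forked duplex (20 bp + 30-nt ss tails) 200 nM, ATP 2 mM final; pH 8.0, 2 mM MgCl2, 2.5 ug/ml poly(dI-dC); 15 min compound preincubation; discontinuous kinetic read over 2 h at RT.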
TRb SRC2 PPI: disrupts binding of human TR beta to SRC2 | P10828 | TRbeta-SRC2 peptide binding, fluorescence polarization; receptor liganded with 1 µM T3 | Potency, µM (doses to about 106 µM), without a hit: at the highest dose activity change, negative = inhibition, most hits filed as inhibitors | 280,000 tested, 0.065% active | AID 1469;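 note: plate controls were bound peptide for no effect and peptide without receptor for full effect; nearly all actives have a fitted effect of over 50% in size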
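Binding of a 20-amino-acid Texas Red SRC2 peptide (20 nM) to TRb ligand-binding domain (0.6 uM) with agonist T3 at 1 uM was followed by fluorescence polarization after a 5 hr room-temperature incubation.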
L3MBTL1 inh: blocks human L3MBTL1; 230,000 tested, 0.66% active; AlphaScreen L3MBTL1–H3K9me1 peptide binding; Q9Y468; Potency, µM (series often up to 57.1 µM), for inactives: at the highest dose activity, negative = inhibition, usual class: inhibitors; note: % is set by controls: 0 for no effect and ±100 for the full control effect; nearly all actives have a fitted effect of over 60% in size
Target sequence (Q9Y468 whole entry, looked up): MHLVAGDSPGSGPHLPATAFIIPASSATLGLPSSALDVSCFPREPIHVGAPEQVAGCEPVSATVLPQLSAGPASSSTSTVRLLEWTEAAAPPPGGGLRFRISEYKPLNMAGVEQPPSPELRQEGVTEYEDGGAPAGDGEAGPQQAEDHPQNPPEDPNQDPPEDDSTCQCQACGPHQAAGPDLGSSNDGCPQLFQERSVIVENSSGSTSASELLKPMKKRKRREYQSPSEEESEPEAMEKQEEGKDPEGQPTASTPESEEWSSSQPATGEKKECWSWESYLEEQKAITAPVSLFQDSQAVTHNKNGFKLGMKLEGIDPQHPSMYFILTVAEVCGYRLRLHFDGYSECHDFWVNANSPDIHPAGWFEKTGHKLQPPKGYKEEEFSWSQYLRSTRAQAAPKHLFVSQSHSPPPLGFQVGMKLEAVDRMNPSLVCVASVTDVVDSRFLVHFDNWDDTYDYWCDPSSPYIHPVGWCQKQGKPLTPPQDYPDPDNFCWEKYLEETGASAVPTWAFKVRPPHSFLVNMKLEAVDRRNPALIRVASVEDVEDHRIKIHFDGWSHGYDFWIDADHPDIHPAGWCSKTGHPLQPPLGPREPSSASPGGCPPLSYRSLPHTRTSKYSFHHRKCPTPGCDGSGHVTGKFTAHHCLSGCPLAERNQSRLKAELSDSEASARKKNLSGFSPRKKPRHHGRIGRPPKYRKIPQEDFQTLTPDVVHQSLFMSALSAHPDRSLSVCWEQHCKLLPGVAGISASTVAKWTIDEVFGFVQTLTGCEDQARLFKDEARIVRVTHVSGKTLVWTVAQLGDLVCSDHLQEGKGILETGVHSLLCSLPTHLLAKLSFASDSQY
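AlphaScreen proximity signal between nickel-chelate acceptor and streptavidin donor beads (final 10 ug/mL) reports binding of 50 nM L3MBTL1 to 75 nM biotin-H3 K9me1 peptide; complex incubated with compounds 30 min at room temperature; cefsulodin titration as control.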
Tau fibril ThT: inhibitors of human tau fibril formation, thioflavin T binding; Potency, µM (series often up to 57.4 µM), inactives show top-dose activity, negative = inhibition, hits mostly inhibitors; P10636; 270,000 tested, 2.1% active; recombinant tau K18 P301L (four-repeat tau fragment), heparin-induced fibrillization, ThT fluorescence; note: % is set by controls: 0 for no effect and ±100 for the full control effect; nearly all actives have a fitted effect of over 55% in size
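Heparin-induced fibrillization of the P301L-mutant K18 repeat-domain fragment of human tau was followed by ThT binding in quantitative high-throughput format.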
Numbers without * were called inactive; [ ] = dose if it differs, or a comment. Unless noted, calls come from the whole dose curve; as a rule, active = well fitted curve in the direction sought with a large enough effect; inconclusive = small, poorly fitted or top-dose-only effect, or another doubt; inactive = no such curve, though single readings can be large; an effect the other way counts as inactive or inconclusive. Potency is the fitted concentration of half-maximal effect. Some of the compounds tested; the hit share may differ from the screen's.

What do the screens show for `Nc1nnc(SCC(=O)N2CCc3ccccc32)n1-c1ccccc1`?
Tau fluor cs: -4%; TexasRed fluor: 1%; Tau fibril FP: 6%; HTT cytoprotect: -13%; RECQ1 inh: -13%; TRb SRC2 PPI: inconclusive; L3MBTL1 inh: 0%; Tau fibril ThT: -11%

How did Cc1cc(N/N=C/c2ccccc2O)nc(N2CCOCC2)n1 do in these assays?
Tau fluor cs: inconclusive; TexasRed fluor: -3%; Tau fibril FP: 10%; HTT cytoprotect: 37%[10 µM]; RECQ1 inh: -12%; TRb SRC2 PPI: -4%; L3MBTL1 inh: -5%; Tau fibril ThT: -19%

What do the screens show for `CC(NC(=O)c1ccc(Cl)cc1)c1nnc(SCc2ccc([N+](=O)[O-])cc2)n1C` (configuration not stated)?
Tau fluor cs: -11%; TexasRed fluor: -1%; Tau fibril FP: 2%; HTT cytoprotect: 12%; RECQ1 inh: -9%; TRb SRC2 PPI: 4%; L3MBTL1 inh: 6%; Tau fibril ThT: -8%

How did CCc1nnc(NC(=O)C2CCC(CNc3c(N4CCC(C)CC4)c(=O)c3=O)CC2)s1 (configuration not stated) do in these assays?
Tau fluor cs: 0%; TexasRed fluor: -2%; Tau fibril FP: -2%; HTT cytoprotect: 13%[10 µM]; RECQ1 inh: -8%; TRb SRC2 PPI: -2%

How did O=C(CCC1CCCC1)Nc1ccc(Br)cn1 do in these assays?
Tau fluor cs: -2%; TexasRed fluor: 2%; Tau fibril FP: 0%; HTT cytoprotect: -5%[0.074 µM]; RECQ1 inh: inactive; TRb SRC2 PPI: -1%; Tau fibril ThT: 0%

Results for O=C(O)CSc1ncccn1 ?
Tau fluor cs: 0%; TexasRed fluor: -1%; Tau fibril FP: -5%; HTT cytoprotect: -7%; RECQ1 inh: -8%; TRb SRC2 PPI: -6%; L3MBTL1 inh: 4%; Tau fibril ThT: 4%

Results for Cc1ccc(-c2nnn(CC(=O)N(CCN3CCOCC3)C(C(=O)NC3CCCC3)c3ccncc3)n2)o1 (configuration not stated) ?
Tau fluor cs: 10%; TexasRed fluor: -1%; Tau fibril FP: 9%; HTT cytoprotect: -1%[10 µM]; RECQ1 inh: 23%; TRb SRC2 PPI: 0%; L3MBTL1 inh: 11%; Tau fibril ThT: 10%

How did Nc1cc(=O)[nH]c(SCC(=O)N2N=C(c3ccc(Cl)cc3)CC2c2ccco2)n1 (configuration not stated) do in these assays?
Tau fluor cs: -8%; TexasRed fluor: -3%; Tau fibril FP: 3%; HTT cytoprotect: -37%[inhibitor]; RECQ1 inh: inconclusive; TRb SRC2 PPI: 3%; L3MBTL1 inh: -9%; Tau fibril ThT: -11%

What do the screens show for `CC(=O)c1cccc(NC(=O)C(C)n2c(=O)cc(C)c3c(C)nn(-c4ccccc4)c32)c1` (configuration not stated)?
Tau fluor cs: -22%; TexasRed fluor: 1%; Tau fibril FP: inconclusive; TRb SRC2 PPI: 2%; Tau fibril ThT: 0%

Results for CCCCC(=O)NC(=S)Nc1ccc(S(=O)(=O)N2CCCC2)cc1 ?
Tau fluor cs: -15%; TexasRed fluor: -3%; Tau fibril FP: -4%; HTT cytoprotect: 17%[10 µM]; RECQ1 inh: -4%; TRb SRC2 PPI: -1%; L3MBTL1 inh: -1%; Tau fibril ThT: -5%

How did COc1cccc(CNC(=O)CSc2cc(C)[nH]c(=O)n2)c1 do in these assays?
Tau fluor cs: 10%; TexasRed fluor: 0%; Tau fibril FP: 6%; TRb SRC2 PPI: -5%; Tau fibril ThT: 1%

How did CCC(=O)N1c2ccccc2CC1C(=O)NCCN1CCN(c2ccccc2F)CC1 (configuration not stated) do in these assays?
Tau fluor cs: 4%; TexasRed fluor: -2%; Tau fibril FP: 10%; TRb SRC2 PPI: 6%; Tau fibril ThT: 2%

What do the screens show for `CCN1C(=O)[C@H]2[C@H]3[C@H](O)[C@H](O)C/C(=N/OC[C@@H](C)[C@H](OCc4ccccc4)C(C)C)[C@@H]3CC[C@@H]2C1=O`?
Tau fluor cs: -3%[11.6 µM]; TexasRed fluor: -6%[11.2 µM]; Tau fibril FP: 4%[11.6 µM]; HTT cytoprotect: -5%[10 µM]; RECQ1 inh: inactive[11.5 µM]; TRb SRC2 PPI: 1%[11.2 µM]; Tau fibril ThT: -2%[11.5 µM]

Results for O=C(NCc1ccc(Cl)cc1)c1cc2c(s1)-c1ccccc1SC2 ?
Tau fluor cs: inconclusive; TexasRed fluor: -1%; Tau fibril FP: inconclusive; TRb SRC2 PPI: 12%; Tau fibril ThT: 3%

How did O=C(Nc1ccc(O)c(-c2nc3ccccc3o2)c1)c1sc2ccccc2c1Cl do in these assays?
Tau fluor cs: -6%; TexasRed fluor: inconclusive; Tau fibril FP: inconclusive; TRb SRC2 PPI: -18%; Tau fibril ThT: 0%

Results for CCOC(=O)C1=C(O)CSC1=Nc1ccc(C)cc1 ?
Tau fluor cs: -3%; TexasRed fluor: 0%; Tau fibril FP: 0%; HTT cytoprotect: -32%[inhibitor]; RECQ1 inh: 15%; TRb SRC2 PPI: 4%; L3MBTL1 inh: inconclusive; Tau fibril ThT: -4%

Results for O=C(c1cc(C2CC2)nc2ccccc12)N1N=C(C(F)F)CC1(O)C(F)F (configuration not stated) ?
Tau fluor cs: 6%; TexasRed fluor: 0%; Tau fibril FP: 6%; HTT cytoprotect: -16%[10 µM]; RECQ1 inh: 2%; TRb SRC2 PPI: 7%; L3MBTL1 inh: -4%[11.4 µM]; Tau fibril ThT: 9%

What do the screens show for `O=C(/C=C/c1ccc2ccccc2n1)c1cc(Br)ccc1O`?
Tau fluor cs: -16%; TexasRed fluor: -2%; Tau fibril FP: 1%; HTT cytoprotect: -3%[10 µM]; RECQ1 inh: 11%; TRb SRC2 PPI: 4%; L3MBTL1 inh: inconclusive; Tau fibril ThT: inconclusive

Results for CSCCC(NS(=O)(=O)c1ccc2c(c1)oc(=O)n2C)C(=O)NCc1cccs1 (configuration not stated) ?
Tau fluor cs: 8%; TexasRed fluor: -2%; Tau fibril FP: -2%; HTT cytoprotect: -2%[10 µM]; RECQ1 inh: inactive; TRb SRC2 PPI: -1%

What do the screens show for `CC(=O)c1c(C)n(-c2ccc(N(C)C)cc2)c2ccc(OCC(N)=O)cc12`?
Tau fluor cs: inconclusive; TexasRed fluor: -2%; Tau fibril FP: -13%; HTT cytoprotect: -3%[10 µM]; RECQ1 inh: -11%; TRb SRC2 PPI: 12%; L3MBTL1 inh: -16%; Tau fibril ThT: inconclusive

Results for COc1ccc(CCn2c(NN)nc3c2c(=O)[nH]c(=O)n3C)cc1 ?
Tau fluor cs: inconclusive; TexasRed fluor: -2%; Tau fibril FP: inconclusive; HTT cytoprotect: -6%[10 µM]; RECQ1 inh: -24%; TRb SRC2 PPI: -6%

How did CC1(C)CC(O)(CNCc2ccc3c(c2)OCO3)CCO1 (configuration not stated) do in these assays?
Tau fluor cs: -6%; TexasRed fluor: 1%; Tau fibril FP: 13%; HTT cytoprotect: -27%; RECQ1 inh: -1%; TRb SRC2 PPI: 6%; L3MBTL1 inh: -4%; Tau fibril ThT: -13%

How did CC(/C=C/c1ccccc1)=N/NC(=O)c1cccc(Br)c1 do in these assays?
Tau fluor cs: 0%; TexasRed fluor: -7%; Tau fibril FP: 0%; RECQ1 inh: inactive; TRb SRC2 PPI: 0%; L3MBTL1 inh: -12%; Tau fibril ThT: inconclusive

Results for CCC(Cc1ccccc1)NC(=O)CSc1ccsc1[N+](=O)[O-] (configuration not stated) ?
Tau fluor cs: -21%; TexasRed fluor: -5%; Tau fibril FP: 6%; HTT cytoprotect: -12%; RECQ1 inh: -7%; TRb SRC2 PPI: 2%; Tau fibril ThT: inconclusive

What do the screens show for `Cc1nc2c(C(=O)NCCC(C)C)c[nH]n2c(=O)c1Cc1ccccc1F`?
Tau fluor cs: -12%; TexasRed fluor: 0%; Tau fibril FP: 0%; HTT cytoprotect: -22%; RECQ1 inh: inactive; TRb SRC2 PPI: 7%; L3MBTL1 inh: 2%; Tau fibril ThT: -18%

What do the screens show for `CC(C)CC(=O)NC(=S)Nc1nc(-c2ccc(Cl)cc2)cs1`?
Tau fluor cs: -12%; TexasRed fluor: 0%; Tau fibril FP: -12%; HTT cytoprotect: -16%[10 µM]; RECQ1 inh: -14%; TRb SRC2 PPI: -1%; L3MBTL1 inh: 4%; Tau fibril ThT: -2%

Results for O=C(CCC1CCCCC1)Nc1ccccc1C(=O)N1CCOCC1 ?
Tau fluor cs: 4%; TexasRed fluor: -6%; Tau fibril FP: 2%; HTT cytoprotect: -29%; RECQ1 inh: -1%; TRb SRC2 PPI: -10%; L3MBTL1 inh: 0%; Tau fibril ThT: -5%
